# hERG WT inh = inhibitors of human wildtype KCNH2 potassium channel. Q12809. U2OS, BacMam KCNH2, thallium flux FluxOr; stronger effect = lower value. activity change, % at 1.84 µM. hit rate 0.37% among 340,000;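 active = maximum activity change below -70%; inconclusive = maximum activity change between -70% and -50%; inactive = maximum activity change above -50%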; also: % is scaled to controls: 0 for no effect and ±100 for the full control effect
#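 U2OS cells transduced with wild-type KCNH2 virus are loaded with FluxOr dye for 45 min, and thallium flux is measured in kinetic reads before and after stimulation buffer. Rate constants are normalized to DMSO controls.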
# ASM inhibitor = inhibitors of human secretory acid sphingomyelinase; P17405; placental ASM, HMU-PC fluorogenic substrate, 60 min; Potency, µM (series often up to 57.5 µM), for the others: at the top dose activity change, negative = inhibition, actives largely listed as inhibitors; hit rate 0.006% among 340,000; AID 504937; also: potency is read from the fitted curve at half-maximal effect
#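 Fluorescence read-out (Ex 386 nm, Em 447 nm) after stopping the reaction at pH 10. Enzyme: ASM from human placenta; substrate HMU-PC0, 9 uM final; 60 min, 37 °C. Compound preincubation 10 min, ambient temperature.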
# TRPV1 ag = activates the human vanilloid receptor TRPV1; Q8NER1; TRPV1-expressing cells, Fluo-8 calcium influx, agonist mode; activation, % at 8.33 µM; hit rate 0.19% among 320,000; in the data active = activation above about 80%; inconclusive = between about 30% and that limit; also: 0% is about no effect
#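 Cells expressing TRPV1 were dye-loaded with Fluo-8 and read kinetically: 10 s baseline, 3 min after compound (agonist portion), then 2 min after EC20 capsaicin (allosteric enhancer portion). Calcium-bound dye fluorescence at 480/520 nm.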
# AT treatment = potential ataxia-telangiectasia treatments restoring KAP-1 phosphorylation | […] A-T fibroblasts, KAP-1 phosphorylation AlphaLISA; neocarzinostatin DNA damage 30 min before lysis | Potency, µM (top dose mostly 57.5 µM), for the others: at the highest dose activation, actives largely listed as activators | hit rate 0.19% among 320,000 | AID 485349; also: potency is read from the fitted curve at half-maximal effect; % of control where 0% means no effect; nearly all actives have a fitted effect of over 45% in size
#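 ATM-like activity read as KAP-1 phosphorylation via AlphaLISA donor/acceptor antibody pairs after lysis and 6 hr at 25C. Cells were ATM-null patient fibroblasts ([…], hTERT), dosed 60 min, then exposed to the DSB inducer NCS for 30 min.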
# MBNL1-CUG inh = MBNL1-poly(CUG) RNA binding inhibition | Potency, µM (series often up to 57.5 µM), for inactives: at the highest dose activity change, negative = inhibition, hits mostly inhibitors | hit rate 0.036% among 280,000 | TR-FRET MBNL1-His/biotin-(CUG)12 binding, 665/545 ratio | Q9NR56; active = well fitted inhibition curve with a large enough effect in the signal ratio, with a control signal flat, not every such curve was filed as active; inconclusive = small, poorly fitted or top-dose-only effect, or effect the other way, or a change in a side signal; inactive = no such curve, though single readings can be large or run the other way; the % refers to the signal ratio; also: potency is read from the fitted curve at half-maximal effect; % is scaled to controls: 0 for no effect and ±100 for the full control effect
# Target sequence (Q9NR56 whole entry, looked up): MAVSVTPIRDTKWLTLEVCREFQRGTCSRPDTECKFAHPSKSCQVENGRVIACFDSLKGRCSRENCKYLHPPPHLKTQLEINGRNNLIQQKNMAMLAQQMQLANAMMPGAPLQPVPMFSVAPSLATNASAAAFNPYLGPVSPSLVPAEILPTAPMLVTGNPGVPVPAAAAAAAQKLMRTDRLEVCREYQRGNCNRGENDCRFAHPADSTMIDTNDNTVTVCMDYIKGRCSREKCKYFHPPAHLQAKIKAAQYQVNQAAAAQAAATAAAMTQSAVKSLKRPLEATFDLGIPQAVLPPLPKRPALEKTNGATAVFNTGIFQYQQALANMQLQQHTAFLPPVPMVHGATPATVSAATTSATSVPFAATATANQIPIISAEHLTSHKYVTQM
#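 MBNL1-His + Biotin-(CUG)12, cpd titration 92 nM–58 uM; Tb anti-His Ab 0.055 ng/ul, SA-XL665 5 nM (final); 60 min RT; ratiometric 665/545 nm, Ex 340 nm; normalized to buffer and full-complex controls.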
# KCNH2 3.1 block = KCNH2 3.1 (human) potassium channel inhibition | U2OS KCNH2 3.1, thallium flux FluxOr; stronger effect = lower value | hit rate 0.95% among 340,000 | activity change, % (tested at about 1.8 µM) | AID 720553;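 active = maximum activity change below -70%; inconclusive = maximum activity change from -70% to -50%; inactive = maximum activity change above -50%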;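 also: thallium influx rate constant from kinetic fluorescence after stimulation buffer; % is scaled to controls: 0 for no effect and ±100 for the full control effect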
#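 U2OS cells transduced with KCNH2 3.1 mutant virus (1.77 x 10^8 /mL, 4 h), plated overnight at 37 C, loaded 45 min with FluxOr dye plus Red40 quencher. Thallium flux rate constant from kinetic reads after stimulation buffer, normalised to controls.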
# GALK inh = inhibitors of human galactokinase. P51570. Purified GALK, Kinase-Glo residual ATP luminescence. Potency, µM (highest dose often 57.5 µM), without a hit: at the top dose activity change, negative = inhibition, usual class: inhibitors. hit rate 0.007% among 270,000. AID 1868; also: potency is read from the fitted curve at half-maximal effect; % is scaled to controls: 0 for no effect and ±100 for the full control effect
# Target sequence (P51570 whole entry, looked up): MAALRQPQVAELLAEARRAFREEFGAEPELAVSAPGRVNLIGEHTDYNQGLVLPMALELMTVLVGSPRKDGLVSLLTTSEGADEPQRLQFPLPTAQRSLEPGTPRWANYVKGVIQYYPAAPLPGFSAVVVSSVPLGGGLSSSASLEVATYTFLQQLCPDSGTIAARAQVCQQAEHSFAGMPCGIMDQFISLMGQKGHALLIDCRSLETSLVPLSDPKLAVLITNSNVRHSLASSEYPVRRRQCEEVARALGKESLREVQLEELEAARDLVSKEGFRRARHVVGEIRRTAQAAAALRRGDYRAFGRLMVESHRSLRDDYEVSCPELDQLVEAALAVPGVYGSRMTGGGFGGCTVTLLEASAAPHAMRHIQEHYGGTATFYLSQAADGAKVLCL
#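 ATP-depletion format; final 35 uM ATP, 100 uM D-galactose, 5 nM enzyme; pH 8.0 HEPES/Mg2+ buffer; 60 min RT; luminescence read 10 min after detection reagent.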
# Coupling enz = coupling enzyme interference in Giardia aldolase counter-screen; hit rate 0.67% among 290,000; activity change, negative = inhibition, % at 58.2 µM, hits read low; AID 2472; coupling enzyme system counterscreen, AmpLite Red fluorescence; in the data active = activity change below about -30%; also: % is scaled to controls: 0 for no effect and ±100 for the full control effect
#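 Counterscreen lacking aldolase: glyceraldehyde-3-phosphate coupling-enzyme reagent preincubated 10 min at RT with compound (at 57.5 uM final), then substrate/coupling system with AmpLite Red added; fluorescence read at 525/598 nm after 20 min RT.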
# a7 integrin act = activators of alpha7 integrin expression for muscular dystrophy | alpha7betagal myoblasts, beta-gal FDG fluorescence, 48 h | Potency, µM (top dose mostly 38.3 µM), for inactives: at the top dose activation, hits mostly activators | hit rate 0.064% among 350,000;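 also: potency is read from the fitted curve at half-maximal effect; 100% = response of the positive control SU9516; nearly all actives have a fitted effect of over 60% in size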
#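 alpha7betagal+/- myoblasts (passage 13, 250/well) treated 48 h at 37C with compounds at 1:260 dilution of DMSO stock. Lysed, then beta-galactosidase activity read as FDG fluorescence (ex 480/em 540) after 30 min, with pre-read for autofluorescence.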
# MLL CXXC-DNA inh = blocks binding of human MLL CXXC domain to DNA. Q03164. MLL-CXXC / FITC-HOXA9 DNA fluorescence polarization. Potency, µM (doses to about 115 µM), for the others: at the top dose activity change, negative = inhibition, usual class: inhibitors. hit rate 0.037% among 290,000. AID 2662; active = well fitted inhibition curve with a large enough effect in the polarisation, with a control signal flat, not every such curve was filed as active; inconclusive = small, poorly fitted or top-dose-only effect, or effect the other way, or a change in a side signal; inactive = no such curve, though single readings can be large or run the other way; the % refers to the polarisation; also: potency is read from the fitted curve at half-maximal effect
#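 Fluorescence polarization: 7 uM MLL-CXXC (stock) preincubated 5 min with compounds, then 50 nM fluorescein-HOX-A9 DNA (stock) added; 30 min ambient. Buffer 50 mM Tris-HCl pH 7.5, 50 mM NaCl, 1 mM DTT, 0.05% BSA.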
# * hit, by the source's call; ? = inconclusive; . = no result given; [ ] = another dose, or the depositor's remark. Unless noted, calls follow the shape of the dose curve; as a rule, active = well fitted curve in the direction sought with a large enough effect; inconclusive = small, poorly fitted or top-dose-only effect, or another doubt; inactive = no such curve, though single readings can be large; an effect the other way counts as inactive or inconclusive.
cpd	smiles	hERG WT inh	ASM inhibitor	TRPV1 ag	AT treatment	MBNL1-CUG inh	KCNH2 3.1 block	GALK inh	Coupling enz	a7 integrin act	MLL CXXC-DNA inh
1	CCOC(=O)C1Cn2c(nc3c(c2=O)C(C)(CC)Cc2ccccc2-3)S1 (stereo not drawn)	-14.2	-3.0%	29.3	24.2%	4.9%	-10.6	-1.4%	4.8	0.0%	-5.3%
2	COc1ccc(S(=O)(=O)N(CC(=O)NCc2ccncc2)Cc2ccccc2)cc1	33.0	6.8%	11.2	11.0%	-6.1%	-16.5	5.2%	5.9	1.7%	1.6%
3	C=CCOc1ccc(CNC(C)(C)CO)cc1OC	3.6	1.3%	-4.3	2.5%	10.4%	-0.2	-1.4%	1.9	12.5%	-0.6%
4	COc1cc(NC(=O)c2ccc([N+](=O)[O-])cc2)c(OC)cc1NC(=O)CC(C)C	6.1	-3.7%	-4.4	-1.7%	7.2%	-1.0	-1.5%	0.1	5.7%	2.0%
5	COc1ccc(CCNC(=O)C2CCN(S(=O)(=O)c3cccc4cccnc34)CC2)cc1OC	-2.9	0.7%	0.5	0.6%	1.7%	1.8	-8.7%	.	23.3%	45.0%[activator]
6	O=C(Nc1ccc(CN2CCOCC2)cc1)c1ccc(Cl)cc1Cl	17.1	-0.7%	1.2	-5.6%	0.8%	8.4	0.1%	-2.1	-14.6%	-0.2%
7	O=C(N/N=C/c1ccncc1)c1nc2ccccc2c(=O)[nH]1	-32.0	5.8%	-3.5	0.6%	.	22.7	-1.5%	3.1	?	-10.6%
8	Cc1cc(=O)oc2cc3c(cc12)OCO3	-3.6	486.0%[activator]	-0.2	0.0%	9.6%	-41.3	.	2.0	-6.5%	5.4%
9	CC1S/C(=N/N=C/c2cccc([N+](=O)[O-])c2)NC1=O (stereo not drawn)	-1.8	-3.9%	1.7	-7.0%	11.2%	0.2	2.6%	-2.0	-1.6%	0.5%
10	O=S(=O)(CCN1CCOCC1)c1ccc(Oc2ccc(S(=O)(=O)CCN3CCOCC3)cc2)cc1	-9.0	1.9%	-0.2	5.9%	-0.6%	5.0	0.0%	-3.0	-68.2%[inhibitor]	-0.7%
11	CCc1ccc2nc(SCC(=O)Nc3ccccc3N3CCOCC3)c(C#N)cc2c1	1.0	-2.1%	5.6	-2.8%	1.5%	12.6	-0.7%	-2.5	-35.8%	3.4%
12	COc1ccc(C(=O)NC(=S)N2CCCCC2)cc1[N+](=O)[O-]	-1.2	0.7%	-0.5	-1.3%	.	1.2	0.8%	-1.5	-1.9%	-9.5%
13	CN1CC(c2ccccc2Cl)C2(COc3ccccc3C2=O)C12C(=O)Nc1ccccc12 (stereo not drawn)	-25.8	-2.0%	6.1	13.4%	4.4%	0.7	4.8%	-0.9	12.7%	3.5%
14	N#CC1=C(SCc2ccc(C#N)cc2)N=C(N)C(c2nc(-c3ccccc3)cs2)C12CCCCC2 (stereo not drawn)	-12.6	0.8%	-0.9	-0.9%	5.1%	-9.7	-0.1%	-1.1	27.3%	24.1%
15	Cc1ccc2oc(C(=O)NCCC3CCCCO3)c(C)c2c1 (stereo not drawn)	-0.4	-3.2%	22.1	13.0%	-1.7%	10.6	-10.5%	.	1.6%	-3.8%
16	Cc1ccc(S(=O)(=O)N2CCC(C(=O)NCCc3ccccn3)CC2)cc1	7.1	2.9%	2.8	-1.4%	0.3%	8.3	0.0%	3.6	6.1%	5.3%
17	CN(c1ccc(C(=O)Nc2ccc3c(c2)OCO3)cc1)S(C)(=O)=O	4.6	1.1%	?	1.1%	4.5%	5.4	0.0%	-5.3	16.7%	15.5%
18	COc1ccc(C2CC(C)=C(C#N)S(=O)(=O)C2C#N)cc1 (stereo not drawn)	-4.4	-2.0%	5.5	-4.6%	0.7%	15.6	3.2%	-5.9	-15.3%	18.6%
19	Cc1noc(C)c1COc1ccc(CC(=O)NC2CCCCCC2)cc1	-13.7	0.7%	3.3	0.6%	-5.4%	-2.1	-0.5%	1.4	-24.3%	2.8%
20	Cc1nc(CS(=O)(=O)c2ccccc2)cc(Sc2ccc(Cl)cc2)n1	-9.7	2.4%	12.9	2.7%	-3.3%	-4.1	-2.5%	-1.8	-4.6%	-4.0%
21	CC(=O)c1ccc(NC(=O)C2CCN(S(=O)(=O)c3cccnc3)CC2)cc1	-13.4	-1.7%	-2.2	-5.5%	-1.4%	25.5	1.8%	.	-2.4%	10.9%
22	COc1ccc(C)cc1NC(=S)N1CCOCC1	-10.9	6.7%	2.5	1.4%	-4.2%	8.5	-5.5%	.	0.3%	9.5%
23	Cc1ccc(OCC(=O)NNC(=O)C2CC(=O)N(c3ccc4c(c3)OCCO4)C2)cc1 (stereo not drawn)	-7.8	1.0%	-1.6	-6.3%	.	2.4	.	.	9.7%	.
24	COc1ccccc1N(C)S(=O)(=O)c1ccc(Cl)c(C(=O)N2CCC(C(N)=O)CC2)c1	-3.8	4.4%	-2.8	0.2%	1.4%	10.5	-0.9%	-0.1	2.3%	3.4%
25	O=C(NCc1ccc2c(c1)OCO2)C1CCN(S(=O)(=O)c2cccc3nsnc23)CC1	19.7	2.6%	-1.1	-1.3%	?	15.1	0.9%	-11.6	32.7%	14.4%
26	O=c1o[nH]c(-c2ccccc2)c1N=Nc1c(F)cccc1Cl	14.3	-9.6%	1.9	-14.2%	1.4%	-0.7	-0.5%	5.0	16.6%	3.2%
27	N#Cc1cc(-c2ccc(Cl)cc2)cnc1Sc1ccc(F)cc1	-8.5	-1.6%	.	4.7%	-1.0%	-1.1	-1.1%	0.7	-12.3%	-4.6%
28	Cc1ccc(C)c(S(=O)(=O)N2CCN(c3ncccn3)CC2)c1	1.6	-1.7%	16.1	-1.2%	-0.9%	-9.4	-1.6%	1.5	2.8%	4.8%
29	CC(OC(=O)Cc1c[nH]c2ccccc12)C(=O)Nc1ccccc1[N+](=O)[O-] (stereo not drawn)	-9.0	-2.2%	13.6	5.3%	.	22.0	.	.	-25.3%	.
30	CCN(CC(=O)Nc1ccc2c(c1)OCCO2)C(=O)CCOc1ccccc1	13.8	7.8%	2.9	2.6%	.	15.3	.	.	15.3%	.
31	Cc1cccc(N2CCN(CC(=O)Nc3nccs3)CC2)c1C	-5.1	0.4%	28.5	-3.7%	-1.9%	-9.5	-2.4%	-1.2	3.9%	?
32	Cc1ccc(NC(=O)Cn2c(O)c(N=NS(=O)(=O)c3ccc(C)cc3)c3ccccc32)cc1	1.9	?	-2.8	3.3%	0.2%	-8.9	-1.5%	5.9	-24.9%	-14.2%
33	CC(=O)Nc1ccc(S(=O)(=O)N2CCC(C(=O)c3ccc(F)cc3)CC2)cc1	2.0	-6.1%	3.7	1.1%	2.0%	19.0	-3.4%	3.2	19.8%	-4.4%
34	CCCCNS(=O)(=O)c1ccc(NC(=O)C2c3ccccc3Oc3ccccc32)cc1	0.8	0.8%	-3.6	-5.5%	?	-13.7	-4.6%	7.8	-16.3%	7.7%
35	COc1ccccc1NC(C)C(=O)N/N=C/c1ccccc1OCc1cccc(Br)c1 (stereo not drawn)	-6.4	-12.3%	-3.2	-5.3%	1.2%	-45.5	1.1%	-2.8	-31.1%	-4.2%
36	COc1ccc(CNS(=O)(=O)c2ccc(-c3ccc(=O)[nH]n3)s2)cc1OC	6.8	-2.2%	-2.5	11.9%	?	-18.4	-6.2%	.	10.3%	-8.8%
37	CC(=O)NCN1CCN(CNC(C)=O)CC1	15.5	3.0%	-5.7	-3.7%	-4.8%	-5.6	0.5%	5.2	-3.8%	-0.4%
38	Cc1cccc(N2CCN(C(=O)C3CCCN(S(=O)(=O)c4cnc[nH]4)C3)CC2C)c1 (stereo not drawn)	-5.7	-0.4%	2.0	0.9%	?	-0.3	-0.2%	-0.1	20.4%	1.6%
39	CCSc1nc(O)cc(=O)n1CC	-10.5	3.6%	-0.7	0.7%	-1.4%	-1.7	-1.9%	-6.5	-4.8%	1.2%
40	Cc1ccc(NC(=O)c2cc(S(=O)(=O)N3CCOCC3)cn2C)cc1Cl	1.0	-4.4%	9.6	4.8%	-8.0%	0.2	.	-0.8	7.1%	.
41	Fc1ccc(CNC(=S)NCc2cccc(Cl)c2)cc1	4.2	-2.1%	?	-6.7%	-5.1%	5.0	-7.1%	.	1.5%	-18.8%
42	CC12CCC(C(=O)NCc3ccco3)(OC1=O)C2(C)C (stereo not drawn)	-2.5	-2.8%	2.5	-2.0%	-1.9%	2.0	-3.8%	2.2	1.5%	8.9%
43	CCN(Cc1ccccc1)C(=O)COC(=O)c1cc(=O)[nH]c2ccccc12	0.3	17.9%	0.8	9.5%	?	7.3	4.1%	2.9	7.0%	9.9%

# Source: PubChem BioAssay (National Center for Advancing Translational Sciences (NCATS))

# This is a random part of the collection; overall some 2% were active at least once.
